Diaph inh CS – counter-screen for diaphorase-based assays: diaphorase inhibitors and chemical oxidizers; diaphorase resazurin-to-resorufin fluorescence, NADH, 16 min; bacterial (C. kluyveri) enzyme, not human; inhibition, % at 20 µM; actives 0.69% (n = 190,000); AID 1217;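 active = primary screen inhibition at 20 µM above a set limit, cut at about 50% in these data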;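 also: plate controls were DMSO with full reaction for no effect and wells lacking NADH for full effect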
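Detection: fluorescence of resorufin formed from resazurin, Ex 544/Em 590 nm; test system: Clostridium kluyveri diaphorase enzyme; amount: 0.14 U/mL diaphorase, enzyme working solution; times: 16-min room-temperature incubation before reading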
PMI act – phosphomannose isomerase (human) activation; P34949; purified human PMI, coupled resazurin fluorescence, 20 min; stronger effect = higher value; 1 = vehicle control, 0 substrate-free wells; activation factor at 20 µM; actives 0.005% (n = 190,000);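 active = activation factor of 2 or more at 20 µM, relative to plate controls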
TNAP inh hi DEA – TNAP (human) inhibition, high acceptor. purified TNAP, CDP-star luminescence, 1 M DEA. inhibition, % at 20 µM. actives 0.03% (n = 200,000). AID 1135;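 active = over 50% inhibition of tissue-nonspecific alkaline phosphatase at 20 µM in the single-dose screen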;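 also: plate controls were DMSO wells for no effect and EDTA-quenched wells as full inhibition for full effect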
Target sequence (P05186 whole entry, looked up): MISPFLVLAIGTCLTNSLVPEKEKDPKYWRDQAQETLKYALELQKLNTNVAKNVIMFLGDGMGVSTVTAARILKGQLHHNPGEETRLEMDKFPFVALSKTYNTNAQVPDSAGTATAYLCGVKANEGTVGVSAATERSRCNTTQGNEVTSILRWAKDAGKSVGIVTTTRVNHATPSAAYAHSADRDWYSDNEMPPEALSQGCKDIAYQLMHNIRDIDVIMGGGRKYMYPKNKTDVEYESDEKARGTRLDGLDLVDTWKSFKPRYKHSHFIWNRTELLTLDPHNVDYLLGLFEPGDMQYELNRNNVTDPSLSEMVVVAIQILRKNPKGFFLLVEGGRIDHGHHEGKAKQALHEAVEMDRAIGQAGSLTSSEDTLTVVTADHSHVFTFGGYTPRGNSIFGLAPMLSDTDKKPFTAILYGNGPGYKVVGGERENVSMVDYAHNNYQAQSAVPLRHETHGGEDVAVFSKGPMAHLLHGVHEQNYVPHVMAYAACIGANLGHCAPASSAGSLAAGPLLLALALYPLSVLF
TNAP act hiacc – TNAP (human) activation, high acceptor | 200,000 tested, under 10 active | AID 1136 | purified TNAP, CDP-star luminescence, 1 M DEA, 30 min; stronger effect = higher value; 0 = EDTA background, 1 = DMSO-only activity | P05186 | activation factor at 20 µM;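 active = activation factor at least 2 at 20 µM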
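Assay system: human TNAP; Input: enzyme diluted 1/800 final; Reagent: CDP-star luminogenic substrate at 100 µM final; Timing: 30 min, room temperature; Signal: luminescence; Evaluation: TNAP activation factor scaled between EDTA and DMSO control wells.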
TNAP inh noacc – blocks human TNAP activity with no phosphate acceptor present; P05186; purified TNAP, CDP-star luminescence, 30 min; inhibition, % at 20 µM; actives 0.26% (n = 200,000);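 active = tissue-nonspecific alkaline phosphatase inhibition above about 50% at 20 µM in the single-dose screen, limit read from the data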;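 also: 0% = DMSO negative control and 100% = EDTA positive control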
FLuc stim CS – firefly luciferase counter-screen for stimulation assays. P08659. ATPlite luciferase biochemical, luminescence, 10 min; 0 = ATP-free wells, 1 = DMSO control. activation factor at 10 µM. 200,000 tested, under 10 active. AID 1027;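 active = luciferase activation factor, scaled between plate controls, of at least 2 with compound at 10 µM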
Target sequence (P08659 whole entry, looked up): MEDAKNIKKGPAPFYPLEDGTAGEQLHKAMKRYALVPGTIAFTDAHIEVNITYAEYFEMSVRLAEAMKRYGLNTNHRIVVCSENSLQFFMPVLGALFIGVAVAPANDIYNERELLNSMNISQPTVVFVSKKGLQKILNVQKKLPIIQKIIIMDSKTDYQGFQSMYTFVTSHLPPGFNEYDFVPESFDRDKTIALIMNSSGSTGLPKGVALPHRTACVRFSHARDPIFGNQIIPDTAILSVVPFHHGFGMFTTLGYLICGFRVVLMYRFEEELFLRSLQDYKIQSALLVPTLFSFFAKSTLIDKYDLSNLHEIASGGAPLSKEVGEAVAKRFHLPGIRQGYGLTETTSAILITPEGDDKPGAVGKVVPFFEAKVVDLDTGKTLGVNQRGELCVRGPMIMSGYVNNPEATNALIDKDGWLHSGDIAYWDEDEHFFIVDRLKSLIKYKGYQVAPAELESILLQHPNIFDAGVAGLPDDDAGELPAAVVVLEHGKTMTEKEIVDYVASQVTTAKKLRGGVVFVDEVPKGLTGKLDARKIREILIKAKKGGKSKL
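System: luciferase plus luciferin reagent, cell-free; medium: PBS as buffer for the ATP substrate; dosing: test compounds dosed from 2 mM stocks in 100% DMSO; timing: 10 min post-reagent at room temperature; measured by: luminescence measurement of luciferase light output; evaluation: luciferase activation, seen as luminescence increase over controls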
G6PDH CS – inhibits Leuconostoc G6PDH, flagging false hits in G6PDH-based assays | actives 0.12% (n = 200,000) | inhibition, % at 5 µM | Purified L. mesenteroides G6PDH, diaphorase/resazurin coupled fluorescence, 45 min | AID 1020; in the data active = inhibition above about 50%
HMGR II inh – inhibitors of class II HMG-CoA reductase from Enterococcus faecalis. purified E. faecalis HMGR, NADPH absorbance 340 nm kinetic. inhibition, % at 10 µM. actives 0.41% (n = 190,000). AID 1066;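 active = inhibition above a set limit, the median over all tested compounds plus 3 SD, cut at about 9.5% in these data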;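 also: enzyme runs in reverse so mevalonate oxidation gives rising NADPH absorbance; 0% = complete reaction with DMSO and 100% = background rate lacking mevalonate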
Diaph act CS – activates diaphorase or chemically reduces, flagging diaphorase assay artifacts; Diaphorase/resazurin coupled assay, resorufin fluorescence, 16 min; stronger effect = higher value; 1 = vehicle wells, 0 = NADH-free wells; activation factor at 20 µM; actives 0.005% (n = 190,000); AID 1229;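 active = diaphorase activity raised at least twofold by the compound at 20 µM; inactive = activation factor below 2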
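Test system: Clostridium kluyveri diaphorase, purified enzyme. Buffer or medium: 50 mM HEPES pH 7.4 buffer plus MgCl2 and Tween 20. Also added: 0.114 mM NADH and 0.1 mM resazurin, final amounts. Dosing: compound 20 µM once, DMSO 1%. Schedule: 16 min enzyme reaction, ambient temperature. Detection: fluorescence of resorufin, 544 nm excitation, 590 nm emission.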
PMI act satM6P – increases human PMI activity with near-saturating mannose 6-phosphate; P34949; coupled PMI enzyme assay, resazurin fluorescence, 20 min; stronger effect = higher value; 1 = untreated enzyme, 0 = substrate-free blank; activation factor at 20 µM; actives 0.34% (n = 190,000); AID 1216;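 active = activation factor of 2 or more at 20 µM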
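Test system: Human PMI in coupled enzyme assay | Input: 15 ng/mL PMI | Medium: HEPES-buffered pH 7.4 with magnesium and detergent | Compound: One concentration, 20 µM, in 1% DMSO | Incubation: Enzyme reaction with compound 20 min at room temperature | Detection: Diaphorase-driven resazurin-to-resorufin fluorescence, excitation 544, emission 590 nm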
* = called active by the depositor.

molecule	Diaph inh CS	PMI act	TNAP inh hi DEA	TNAP act hiacc	TNAP inh noacc	FLuc stim CS	G6PDH CS	HMGR II inh	Diaph act CS	PMI act satM6P
CC(C)(C)c1ccc(S(=O)(=O)N2C=CC(C(F)(F)F)=NCC2)cc1	20.7	0.9	-4.4	1	-8.5	1	4.1	0.2	0.8	0.9
N#C/C(=C\c1cccc([N+](=O)[O-])c1)C(=O)NCC1CCCO1 (stereo unspecified)	-8.6	1	-4.8	1	-8.4	1	6.6	-3.8	1.1	1
COc1cccc(C2C=C(c3ccc(Br)s3)Nc3ncnn32)c1OC (stereo unspecified)	21.3	1.4	0.8	1	-6.4	1	-12.8	-2.7	0.8	1.8
Cc1ccc(Cc2nc(-c3ccncc3)no2)cc1	-3.9	1.1	-4.9	1	-10.2	1	1.8	-5.4	1	1.1
CC1CCCCN1c1nc(-c2ccncc2)nc2ccccc12 (stereo unspecified)	40.2	0.9	-4.8	1	-11.2	1.1	-1.8	-2.5	0.6	0.9
CN(CC(=O)Nc1ccccc1F)CC(=O)Nc1ccc(F)c(F)c1F	0.0	1	-4.2	1	-134.2	1.1	7.2	1.5	1	1
O=C(NCC(=O)N1CCCC1)c1cccs1	3.4	1	-0.7	1	-9.9	1	-12.2	-8.2	1	1
C=CCOc1c(Cl)cc(/C=N/O)cc1OC	15.3	1	-2.0	1	-12.4	1	5.1	0.7	0.8	1
Cc1cc(C)n(-c2nc(C(F)(F)F)nc3ccccc23)n1	3.3	1	-2.2	1	-7.4	1	3.5	-0.9	1	0.9
CC12CCC(C(=O)NCc3ccccc3Cl)(C(Br)C1=O)C2(C)C (stereo unspecified)	-12.5	1.2	-9.9	1.1	0.1	1.1	9.4	-3.9	1.1	1.1
O=C(O)COc1ccccc1C1C2C(=O)N(c3ccc(F)cc3)C(=O)C2ON1c1ccccc1 (stereo unspecified)	12.0	0.9	1.4	1	-8.4	1	4.0	0.6	0.9	0.9
Cc1cc(NC(=O)c2noc3c2CCCCC3)nn1Cc1ccc(Cl)cc1	20.0	0.8	-4.0	1	-8.5	1	1.7	0.9	0.8	0.9
O=C(NC12CC3CC(CC(C3)C1)C2)N1CCC(O)(c2ccc3c(c2)OCO3)CC1	-8.1	1	-5.3	1.1	-6.6	1	2.7	-0.3	1.1	1
Cc1cc(-c2nnc(CCC(=O)N(CC3CCC3)CC3CCCO3)o2)no1 (stereo unspecified)	3.9	1	-8.9	1.1	-11.2	1.1	4.0	-1.4	1	1.1
CC(C)n1c(=NC(=O)c2ccco2)c(C#N)cc2c(=O)n3ccccc3cc21	12.2	1	-0.1	1	-13.0	1	-2.1	-2.3	0.9	0.9
O=C(Nc1ccccc1)C1CC(=O)n2ncnc2N1 (stereo unspecified)	11.5	0.8	3.1	1	-9.3	1	-2.9	2.9	0.9	0.9
COc1cccc(NC(=O)COC(=O)c2cc(S(=O)(=O)N3CCOCC3)ccc2C)c1	15.0	0.9	-4.4	1	-13.7	1	0.2	-2.6	0.8	1
CN(C(=O)C1CCOC1)c1nnc(-c2cnccn2)s1 (stereo unspecified)	13.2	0.9	-1.6	1	-9.0	1	6.3	-3.1	0.9	1
COc1cc2nc3c4ccccc4n(CC#N)c3nc2cc1OC	7.6	1	-2.1	1	-11.9	1	2.3	-5.7	0.9	1
O=C(c1cccc(C(=O)N2CCN(c3ncccn3)CC2)c1)N1CCN(c2ncccn2)CC1	8.6	1	-4.2	1	-8.4	1	0.6	-8.1	0.9	1
COC1=CC(=O)CC(C)C12Oc1c(Cl)c(OC)cc(OC)c1C2=O (stereo unspecified)	25.1	1	-0.3	1	-7.3	1	7.2	-13.8	0.7	1
CCOC(=O)c1c(C)n(C)c2ccc(OC)c(NS(=O)(=O)CC)c12	20.1	0.8	-1.8	1	-14.1	1	-10.4	-7.0	0.8	0.8
O=c1c2cccnc2[nH]c(=S)n1CCCN1CCN(c2ccc(F)cc2)CC1	19.9	0.8	-3.7	1	-22.3	1.1	-31.2	0.6	0.8	0.8
O=C(NCc1ccccn1)C1CCCCC1	-13.4	1.2	1.4	1	-5.5	1	-3.6	-1.6	1.1	1.1
CCN1C(=O)C(O)(CC(=O)/C=C/C=C/c2ccccc2)c2ccccc21 (stereo unspecified)	17.2	0.9	-5.7	1.1	-11.1	1.1	2.4	-4.7	0.8	1
COc1ccc(N2C(=O)C3CCCN3C2c2ccc(C)o2)cc1 (stereo unspecified)	2.2	0.9	0.3	1	-5.2	1	6.7	2.3	1	0.9
COC(=O)c1cccc(COC(=O)c2ccc(CS(=O)(=O)c3ccc(C)cc3)cc2)c1	3.6	0.9	-3.9	1	-41.1	1	1.1	-4.2	1	1
CCCCC(=O)Nc1nn(CCC)c2nc3ccccc3cc12	11.3	0.8	-3.9	1	-15.0	1	-5.2	-2.1	0.9	0.9
COCc1nc(-c2ccc(-c3ccc(C)cc3)nc2OC)no1	10.6	1	-3.0	1	-9.8	1.1	5.3	-8.0	0.9	1
CSCCC(NC(=O)c1ccco1)C(=O)OCC(=O)Nc1ncc(Cl)c(C)c1Cl (stereo unspecified)	21.5	1.1	-6.2	1.1	-8.0	1	14.1	-3.7	0.8	1
O=S(=O)(Nc1cc2nc3ccccc3nc2n1Cc1ccccc1)c1ccc(Cl)cc1	19.9	1.5	8.7	0.9	-44.7	1	49.4	2.0	0.8	1.2
O=C(c1ccc2c(c1)OCO2)N(CC1CCCO1)C1(C(=O)NC2CCCCC2)CCCCC1 (stereo unspecified)	-2.8	1	-8.9	1.1	-5.7	1.1	8.0	-0.3	1	1
COc1ccc(/C=N/Nc2nc(Nc3ccccc3)nc(N3CCCC3)n2)cc1[N+](=O)[O-]	-1.1	1.1	1.3	1	-7.1	1	3.7	-3.0	1	1
Nc1nc(-c2ccc(C(=O)O)cc2)cs1	7.6	1.2	-5.3	1.1	-7.7	1	-1.3	-1.7	0.9	1.1
Cn1ncc(C(N)=O)c1NC(=S)NC(=O)c1ccc(Br)o1	16.7	0.9	-2.2	1	-10.4	1	6.1	-2.6	0.8	1
Cc1ccc(CNCCNCCO)s1	4.9	1.1	-0.1	1	-9.5	1.1	-3.7	-0.7	1	1
Cc1cc(C)c(C#N)c(SCc2nc3ccccc3c(=O)[nH]2)n1	18.4	1.1	-1.8	1	-16.6	0.6	-4.0	-1.1	0.8	1.1
O=[N+]([O-])c1cc(Oc2cccnc2)cc([N+](=O)[O-])c1	-17.8	1.2	-8.3	1.1	-2.5	1.1	6.3	-0.6	1.2	1.2
COc1ccc(C(=O)NNC(=O)C(NC(=O)c2ccccc2NC(=O)c2ccco2)C(C)C)cc1 (stereo unspecified)	13.0	0.9	-4.3	1	-21.1	1.1	7.1	-5.9	0.9	0.9
O=C(N1CCCCC1)N1CCCN(C(=O)N2CCCCC2)CC1	10.2	0.8	-6.4	1.1	-11.4	1	8.2	0.1	0.9	0.9
Cn1ccnc1C(O)c1ccccc1 (stereo unspecified)	18.6	0.9	-2.9	1	-8.7	1	5.8	0.2	0.8	0.8
COc1ccccc1/C=C/C1NC(=O)NC(C)=C1C(=O)OC(C)C (stereo unspecified)	4.6	1	-2.3	1	-7.0	1	-1.6	-0.1	1	1
CCCCC(=O)OCc1cn(-c2ccc(Cl)cc2)nn1	17.8	1	-8.2	1.1	-6.1	1	5.5	-3.3	0.8	0.9
O=C1Nc2cc(C(=O)N3CCN(Cc4ccccc4)CC3)ccc2SC1N1CCOCC1 (stereo unspecified)	16.4	0.9	-1.6	1	-5.4	1.1	0.5	-1.4	0.8	0.8
Cc1ccc(OCCSc2nc(NC(C)C)nc(NC(C)C)n2)cc1	20.6	0.8	1.0	1	-0.1	1	1.7	1.7	0.8	0.9
O=C(C[n+]1cccc(CNC(=O)c2ccc(OC(F)F)cc2)c1)Nc1cc(C(F)(F)F)ccc1Cl	-17.3	1.1	-1.8	1	-1.2	1.1	-13.9	-1.3	1.2	1.1
CCCc1nc2oc3c(=O)[nH]cnc3c2c2c1CCCC2	1.5	1	-3.4	1	-4.9	1.1	-11.9	-2.2	1	1
Cc1ccc(S(=O)(=O)N2CCOCC2)cc1C(=O)NC(=S)N(Cc1ccccc1)C(C)C	23.7	0.9	-9.5	1.1	-10.1	1.1	2.2	-5.6	0.8	0.9
Cc1ccc(S(=O)(=O)NCCc2nnc3ccc(SCc4cccnc4)nn23)cc1	24.4	1	-5.7	1.1	-1.1	1	9.1	-14.1	0.8	1
O=C(CN1CCCCC1)Nc1cc(Cl)ccc1Oc1ccccc1	15.8	0.9	-2.0	1	-13.3	1	-8.7	-2.7	0.8	0.9
CC(C)C(=O)Nc1cccc(C(=O)Nc2nnc(C(C)(C)C)s2)c1	17.5	1	-3.7	1	-9.2	1	1.5	0.2	0.8	0.9
O=S(=O)(c1ccc(OCC(O)CN2CCN(c3ccccc3Cl)CC2)cc1)N1CCOCC1 (stereo unspecified)	21.5	0.9	-7.0	1.1	-14.9	1.1	6.8	-0.3	0.8	0.9
O=C(OCn1nnc2ccccc2c1=O)c1ccco1	6.4	0.8	1.4	1	-5.5	1	-7.8	-4.5	0.9	0.8
Cc1ccc(C(=O)Nc2cnc3sc(C)nn3c2=O)cc1	-3.4	0.9	1.7	1	-7.5	0.9	4.0	-0.2	1	1
Cc1cc(C)c2cc(CN(CCO)Cc3nnnn3Cc3ccc(F)cc3)c(=O)[nH]c2c1	13.3	1	-3.3	1	-7.3	1.1	6.0	-3.4	0.9	1
O=C1c2ccccc2C(Nc2ccc(-c3nc4ccccc4[nH]3)cc2)N1Cc1ccco1 (stereo unspecified)	30.4	0.8	-3.4	1	-15.5	1	-19.6	-1.1	0.7	0.9
